GAA spleen mod: qHTS Assay for Inhibitors and Activators of Human alpha-Glucosidase From Spleen Homogenate; hit rate 0.006% among 240,000; Potency, µM (titrated, usually from 79.9 µM), inactives show at the highest dose activity change, negative = inhibition, most hits filed as inhibitors; Lysosomal alpha-glucosidase (Homo sapiens), P10253; human spleen homogenate, 4-MU-alpha-glucoside fluorescence;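 further: 0% = enzyme with vehicle and -100% = no enzyme basal signal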
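Human spleen homogenate (1 ug) with 4-methylumbelliferyl-alpha-D-glucopyranoside (1 mM final) in 50 mM citrate/phosphate pH 5.0, 0.01% Tween-20; 40 min at 37 C. Stopped at pH 10; 4-MU fluorescence Ex 365/Em 440 nm; AC50 by Hill fit.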
HTT ATP protect: qHTS Multiplex Assay to Identify Dual Action Probes in a Cell Model of Huntington: Cytoprotection (ATP) | PC12 HTT-Q103 induced, cytoprotection, ATP luminescence, 40 h | hit rate 0.14% among 230,000 | Potency, µM (top dose mostly 56.4 µM), for inactives: cytoprotection (ATP increase), actives largely listed as activators;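 further: % of control where 0% means no effect; nearly all actives have a fitted effect of over 45% in size; toxic huntingtin expression switched on by the ecdysone agonist tebufenozide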
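ATP quantification (ATPlite) reports survival of PC12 cells in which tebufenozide, 100 nM final, switches on Htt exon 1 with 103 glutamines linked to GFP; compounds are titrated.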
Tau fluor counter: Counterscreen qHTS for Inhibitors of Tau Fibril Formation, Fluorescence Polarization | tau K18 P301L Alexa594 fluorescence, heparin fibrillization | Potency, µM (doses to about 57.7 µM), for the others: top-dose activity change, negative = decrease | hit rate 0.93% among 280,000; further: on the % scale 0 is the no-effect control and ±100 the full control effect; nearly all actives have a fitted effect of over 55% in size
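Human K18 P301L tau (15 uM unlabeled plus 0.24 uM Alexa 594-labeled, final) in 100 mM sodium acetate pH 7 was mixed with compound and 20 uM heparin and incubated 6 hr at 37 C.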
GAA inhib: qHTS Assay for Inhibitors of Human alpha-Glucosidase as a Potential Chaperone Treatment of Pompe Disease | purified human GAA, 4-MU-alpha-glucoside fluorescence | hit rate 0.005% among 200,000 | Potency, µM (doses to about 76.9 µM), for the others: at the highest dose activity change, negative = inhibition, actives largely listed as inhibitors | AID 1466, 2008;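 further: plate controls were uninhibited enzyme wells for no effect and no-enzyme background for full effect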
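Activity normalized between no-enzyme (basal) and enzyme-only wells. Conditions: 4 nM human enzyme, 400 uM fluorogenic substrate, citrate/phosphate pH 5.0 with Tween-20, 20 min room temperature, compounds up to 77 uM.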
GLA spleen mod: qHTS Assay for Inhibitors and Activators of Human alpha-Galactosidase From Spleen Homogenate. Alpha-galactosidase A (Homo sapiens), P06280. human spleen homogenate, 4MU-alpha-Gal fluorescence, 40 min. Potency, µM (top dose mostly 80 µM), for inactives: top-dose activity change, negative = inhibition, most hits filed as inhibitors. hit rate 0.008% among 240,000. AID 2107, 2009;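 further: 0% = enzyme with vehicle and -100% = no enzyme basal signal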
Target sequence (P06280 32-429 limits assumed): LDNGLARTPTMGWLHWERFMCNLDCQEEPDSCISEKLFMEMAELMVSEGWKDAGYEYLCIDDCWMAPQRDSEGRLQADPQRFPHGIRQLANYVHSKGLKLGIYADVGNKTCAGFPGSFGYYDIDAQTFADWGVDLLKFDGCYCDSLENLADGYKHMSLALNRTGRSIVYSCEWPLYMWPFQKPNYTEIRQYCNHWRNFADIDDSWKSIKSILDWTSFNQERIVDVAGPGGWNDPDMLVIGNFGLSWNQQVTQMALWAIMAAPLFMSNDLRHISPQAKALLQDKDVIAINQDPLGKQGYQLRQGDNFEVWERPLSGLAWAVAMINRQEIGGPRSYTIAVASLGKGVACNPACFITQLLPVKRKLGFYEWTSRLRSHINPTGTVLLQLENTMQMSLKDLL
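qHTS titration in buffer at pH 5.0. Alpha-galactosidase activity in spleen homogenate was measured via 4-methylumbelliferone release from 1 mM fluorogenic substrate after 40 min at 37C and a pH 10 stop. AC50 came from Hill fits of control-normalized data.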
Tau fibril FP: qHTS for Inhibitors of Tau Fibril Formation, Fluorescence Polarization; Potency, µM (top dose mostly 57.7 µM), for the others: at the top dose activity, negative = inhibition, actives largely listed as inhibitors; Microtubule-associated protein tau (Homo sapiens), P10636; K18 P301L tau heparin fibrillization, Alexa594 FP, 6 h; hit rate 0.39% among 280,000; further: on the % scale 0 is the no-effect control and ±100 the full control effect; nearly all actives have a fitted effect of over 55% in size
Target sequence (P10636 561-689 P618L limits assumed): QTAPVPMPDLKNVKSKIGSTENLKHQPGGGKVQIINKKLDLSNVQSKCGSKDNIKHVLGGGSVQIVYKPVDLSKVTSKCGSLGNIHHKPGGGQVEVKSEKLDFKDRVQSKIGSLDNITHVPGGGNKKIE
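Steps: dispense K18 P301L tau (15 uM plus 0.24 uM Alexa 594 tracer, final) in pH 7 sodium acetate; add compound; add heparin (20 uM final); incubate 6 hr, 37 C; add ThT (30 uM final); after 1 hr ambient, read FP.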
Tau ThT inhib: qHTS for Inhibitors of Tau Fibril Formation, Thioflavin T Binding | Microtubule-associated protein tau (Homo sapiens), P10636 | recombinant tau K18 P301L, heparin-induced fibrillization, ThT fluorescence | Potency, µM (titrated, usually from 57.4 µM), for the others: at the top dose activity, negative = inhibition, most hits filed as inhibitors | hit rate 2.1% among 270,000 | AID 1460, 2008; further: on the % scale 0 is the no-effect control and ±100 the full control effect; nearly all actives have a fitted effect of over 55% in size
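ThT emission at 510 nm, taken 1 hr after adding 30 uM dye, quantifies aggregates formed when 20 uM heparin acts on human tau K18 P301L for 6 hr at 37 C.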
GAA glycogen mod: qHTS Assay for Inhibitors and Activators of Human alpha-Glucosidase Cleavage of Glycogen; Potency, µM (series often up to 76.4 µM), inactives show top-dose activity change, negative = inhibition, usual class: inhibitors; hit rate 0.38% among 300,000; recombinant GAA, glycogen substrate, Amplex Red glucose oxidase fluorescence; AID 2100, 2009; Lysosomal alpha-glucosidase (Homo sapiens), P10253;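 further: 0% = full enzyme reaction and -100% = no-enzyme basal signal; the screen sought inhibitors and activators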
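qHTS, 1536-well; enzyme 4 nM final; cpd up to 77 uM; substrate bovine liver glycogen 30 ug; 50 mM citrate/phosphate pH 5.0, 0.01% Tween-20; 37 C, 40 min; Amplex Red detection 45 min RT; Hill fit → AC50.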
* = called active by the depositor; ? = inconclusive; nt = no result given; & = joins results of further samples; [ ] = dose if it differs, or a comment. The call rests on the fitted dose curve; in most records, active means well fitted curve in the direction sought with a large enough effect; inconclusive means small, poorly fitted or top-dose-only effect, or another doubt; inactive means no such curve, though single readings can be large; an effect the other way counts as inactive or inconclusive. Potency means the concentration at half of the fitted maximal effect.

canonical_smiles | GAA spleen mod | HTT ATP protect | Tau fluor counter | GAA inhib | GLA spleen mod | Tau fibril FP | Tau ThT inhib | GAA glycogen mod
Cc1cc(NC(=O)C2CC2)ncc1NC(=O)c1ccccn1 | -12% | -2%[10 µM] | 0% | ? | -8% | -3% | -7% | 16%
CCOc1ccc(OCC)c(NC(=O)CN2CCN(c3cccc(C)c3)CC2)c1 | -13% | 13%[10 µM] | -13% | -14% | 7% | 3% | ? | -11%
COc1ccc(-c2cc(C(=O)OCC(=O)c3c(N)n(C)c(=O)n(C)c3=O)c3ccccc3n2)cc1 | -16% | -17%[10 µM] | -29% | ? | 2% | ? | 1% | -5%
CC(=O)c1c(C)[nH]c(C(=O)NCc2ccco2)c1C | -16% | 24% | -1% | 5% | 4% | -6% | 1% | 7%
CCN(CC(=O)NCc1ccc(Cl)cc1)C(=O)/C=C/c1cccs1 | -2% | -6% | 3% | -14% | -6% | 4% | -1% | 3%
CCCCOc1c(Br)cc(/C=N/O)cc1OCC | -2% | 2%[1.9 µM] | -25% | 0% | -8% | -17% | -17% | -16%
COC(=O)c1cc(Br)c(=O)n(-c2nccs2)c1 | 0% | -10% | -1% | -8% | 12% | 5% | -5% | -12%
CC(C)C1CC(c2ccccc2)(C(CN)CO)CCO1 (configuration not stated) | -4% | -67%[inhibitor] | 3% | 7% | -6% | -4% | 8% | -7%
Cc1ccc(C)c(NC(=O)CSc2nnc(-c3ccncc3)o2)c1 | -9% | -13%[10 µM] | 3% | nt | -3% | 4% | -2% | 3%
O=C(Cn1nc(-c2ccc(Cl)cc2)c2ccccc2c1=O)NCC1CCCO1 (configuration not stated) | 9% | -4% | -15% | 8% | 8% | ? | -13% | 0%
COc1ccc(-n2c(=O)c3sc4ccccc4c3n(CC(=O)NC3CCCCC3)c2=O)cc1 | nt | nt | -4% | nt | nt | -7% | 1% | 8%[76.3 µM]
Cn1c(=O)n(C/C=C/c2ccccc2)c(=O)c2c1nc1n2CCN1c1ccc(F)cc1 | nt | nt | -12% | nt | nt | -7% | -9% | 15%[76.3 µM]
COc1ccc(C(=O)Nc2ccccc2C(=O)NC(Cc2ccc(O)cc2)C(=O)NNC(=O)c2ccccc2Cl)cc1 (configuration not stated) | 5% | -5%[10 µM] | -3% | 3% | 18% | 0% | 7% | 10%
CCCCC(=O)Nc1ccc(C(=O)NCCCn2ccnc2)cc1 | -4% | -10%[0.074 µM] | -6% | -11% | -1% | -6% | -3% | 0%
O=C1CC(N(CCc2ccccc2)C(=S)Nc2ccccc2)C(=O)N1c1ccc(F)cc1 (configuration not stated) | -4% | -8%[10 µM] | ? | nt | -6% | ? | 4% | -19%
c1ccc(-n2nnnc2-n2ccnc2)cc1 | 0% | -4% | 13% | 3% | -8% | -3% | 8% | 6%
Nc1ccc(-c2ccc(C(=O)O)s2)cn1 | -7% | ? | 0% | ? | 17% | -2% | 0% | 0%
O=C(c1cccc2nc3ccccc3nc12)N1CCOCC1 | -11% | 3%[10 µM] | 0% | nt | -5% | -9% | 1% | 1%
Cc1cccc(NC(=O)CN2C(=O)NC(Cc3ccccc3)C2=O)c1 (configuration not stated) | 0% | -15% | -16% | ? | -3% | -9% | -4% | 7%
Cc1cc(C(=O)N[C@@H](c2ccccc2)[C@]2(C)C[C@H]2[C@@H](C)C(=O)Nc2ccc3ccccc3c2)no1 | -2%&5% | -5% | -11%&-22% | 6% | 11%&0% | -3%&-3% | -2%&-2% | 4%
O=C(/C=C/N1CCOCC1)c1coc2ccccc12 | -2% | -62%[inhibitor] | ? | -5% | 3% | ? | ? | -6%
O=c1[nH]c(CN2CCCC2)nc2sc3c(c12)CCC3 | -17% | 25%[10 µM] | -4% | 2% | -1% | 2% | -8% | 0%
O=C1CCC(=O)N1CC(=O)N(c1ccccc1)c1ccccc1 | -11% | -10% | -6% | 8% | 5% | -5% | -8% | 0%
COc1cc(NC(=O)CSc2ccc3c(c2)OCCO3)cc(OC)c1OC | 1% | -20% | -13% | 6% | 2% | 1% | -15% | -2%
CCN(CCO)Cc1csc2cccc(Br)c12 | -5% | 26% | -3% | -4% | -19% | 0% | -5% | 4%

The results go on.
canonical_smiles | GAA spleen mod | HTT ATP protect | Tau fluor counter | GAA inhib | GLA spleen mod | Tau fibril FP | Tau ThT inhib | GAA glycogen mod
Cc1ccc(S(=O)(=O)N(CC(O)CN2C(=O)NC(C)(C)C2=O)c2cccc(C)c2)cc1 (configuration not stated) | 2% | 2%[10 µM] | -19% | nt | 1% | -3% | -12% | 5%
CC(C)c1ccc(NC(=O)Cn2c(=O)n(CCc3ccccc3)c(=O)c3ccccc32)cc1 | nt | nt | -12% | nt | nt | ? | 6% | -6%[76.3 µM]
Cc1cccc(N/N=C/c2ccc(O)c(O)c2O)c1 | -19% | -2%[10 µM] | ? | nt | -8% | 16µM* | 10µM* | ?
O=C(Nc1ccc(F)cc1)c1ccc(S(=O)(=O)N2CCOCC2)o1 | -10% | 1%[10 µM] | -12% | nt | -8% | -12% | -7% | -1%
CSc1nc(C)nc2c1c(=O)n(C)c(=O)n2C | -6% | -5% | -14% | 0% | -4% | -11% | -12% | -9%
COc1c(Cl)cc(Cl)cc1CNCCSc1nnnn1C | nt | nt | -13% | nt | nt | 0% | -9% | -1%[76.3 µM]
CSc1ccc(C2c3c(oc4cc(C)cc(C)c4c3=O)C(=O)N2Cc2ccco2)cc1 (configuration not stated) | nt | nt | -7% | nt | nt | -2% | 0% | 15%[76.3 µM]
COc1cc(C(=O)NCc2nnc(SCC(=O)Nc3ccc4c(c3)OCO4)o2)cc(OC)c1OC | 2% | -17% | -4% | 3% | 4% | -5% | -3% | 1%
CCC(=O)Nc1cccc(NC(=O)c2cccnc2)c1 | -7% | -7%[10 µM] | 2% | 0% | 2% | 2% | -7% | 7%
CC(C)CCNC(=O)Cc1c(C(=O)O)[nH]c2ccc(Cl)cc12 | 4% | -22% | 0% | ? | 7% | -2% | -8% | -8%
COC(=O)c1ccccc1NC(=O)c1ccc2c(c1)CCN2S(C)(=O)=O | nt | nt | -9% | nt | nt | -11% | 3% | -4%[76.3 µM]
CCOc1ccc(N(C(=O)CC(C)C)S(=O)(=O)c2ccc3c(c2)oc(=O)n3C)cc1 | nt | nt | -30% | nt | nt | -3% | ? | -17%[76.3 µM]
O=c1c(-c2ccc(Cl)cc2)[n+]([O-])c2ccccc2n1OCc1nc2ccccc2[nH]1 | -2% | 3%[10 µM] | -18% | nt | 1% | -4% | ? | 1%
COc1ccc(OC(=O)c2cnn(-c3ccccc3)c2C)cc1 | 1% | -16% | -16% | -5% | 8% | 4% | ? | 2%
CCOC(=O)C1CCN(C(=O)c2ccccc2NC(C)=O)CC1 | -7% | 11% | 10% | 1% | -1% | 5% | 10% | 14%
O=C(COC(=O)/C=C/c1ccc([N+](=O)[O-])cc1)NCC1CCCO1 (configuration not stated) | 3% | -50% | -8% | 2% | -2% | 0% | ? | 0%
N#Cc1cc([N+](=O)[O-])ccc1NC(=O)COC(=O)C12CC3CC(CC(C3)C1)C2 | -6% | -9% | ? | -9% | 0% | 8% | ? | -10%
COc1ccccc1/C=C/C(=O)NCC(=O)N/N=C/c1ccccc1 | -10% | -36% | -24% | 1% | 4% | -3% | ? | 5%
Cc1cc(Nc2c(C)cccc2C)n2nc(C)nc2n1 | 7% | -14% | -3% | -3% | 4% | 0% | -4% | -13%

Quoted from above for reference:
canonical_smiles | GAA spleen mod | HTT ATP protect | Tau fluor counter | GAA inhib | GLA spleen mod | Tau fibril FP | Tau ThT inhib | GAA glycogen mod
COC(=O)c1ccccc1NC(=O)c1ccc2c(c1)CCN2S(C)(=O)=O | nt | nt | -9% | nt | nt | -11% | 3% | -4%[76.3 µM]
CCOc1ccc(N(C(=O)CC(C)C)S(=O)(=O)c2ccc3c(c2)oc(=O)n3C)cc1 | nt | nt | -30% | nt | nt | -3% | ? | -17%[76.3 µM]
O=c1c(-c2ccc(Cl)cc2)[n+]([O-])c2ccccc2n1OCc1nc2ccccc2[nH]1 | -2% | 3%[10 µM] | -18% | nt | 1% | -4% | ? | 1%
COc1ccc(OC(=O)c2cnn(-c3ccccc3)c2C)cc1 | 1% | -16% | -16% | -5% | 8% | 4% | ? | 2%
CCOC(=O)C1CCN(C(=O)c2ccccc2NC(C)=O)CC1 | -7% | 11% | 10% | 1% | -1% | 5% | 10% | 14%
O=C(COC(=O)/C=C/c1ccc([N+](=O)[O-])cc1)NCC1CCCO1 (configuration not stated) | 3% | -50% | -8% | 2% | -2% | 0% | ? | 0%
N#Cc1cc([N+](=O)[O-])ccc1NC(=O)COC(=O)C12CC3CC(CC(C3)C1)C2 | -6% | -9% | ? | -9% | 0% | 8% | ? | -10%
COc1ccccc1/C=C/C(=O)NCC(=O)N/N=C/c1ccccc1 | -10% | -36% | -24% | 1% | 4% | -3% | ? | 5%
Cc1cc(Nc2c(C)cccc2C)n2nc(C)nc2n1 | 7% | -14% | -3% | -3% | 4% | 0% | -4% | -13%
